Bioassay records: PubChem, National Center for Advancing Translational Sciences (NCATS)
FBPA coupling cs = qHTS Assay for Inhibitors of Fructose-1,6-bisphosphate Aldolase from Giardia Lamblia: Coupling assay counterscreen; coupling enzyme system counterscreen, AmpLite Red fluorescence; activity change, negative = inhibition, % at 58.2 µM, hits read low; 0.67% of 290,000 active; AID 2472, 2010; in the data active = activity change below about -30%; note: % is set by controls: 0 for no effect and ±100 for the full control effect
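Final compound at 57.5 uM, incubated 10 min at RT with coupling enzyme reagent (glyceraldehyde-3-phosphate), then 20 min with substrate and AmpLite Red detection. Fluorescence read at 525/598 nm; tests interference with the coupling assay, not aldolase inhibition.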
ELG1 genotoxic = qHTS screen for small molecules that induce genotoxicity in human embryonic kidney (HEK293T) cells expressing luciferase-tagged ELG1 | HEK293T ELG1-luciferase reporter, luminescence, 16 h | Potency, µM (doses to about 46 µM), for inactives: at the top dose activity change, positive = activation, hits mostly activators | 1.3% of 330,000 active | AID 504466, 2011; note: potency is the fitted concentration of half-maximal effect; % of control where 0% means no effect; nearly all actives have a fitted effect of over 60% in size
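16 hr compound incubation (37 °C, 5% CO2) of HEK293T cells carrying luciferase-tagged ELG1; luciferase then measured by ONE-Glo luminescence after 30 min at RT.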
Rab9 promoter act = qHTS Assay for Rab9 Promoter Activators; Potency, µM (highest dose often 9.22 µM), for the others: at the top dose activation, negative = inhibition, most hits filed as activators; 2.8% of 320,000 active; Huh7 Rab9 promoter-luciferase reporter, luminescence, 24 h; note: potency is the fitted concentration of half-maximal effect; % of control where 0% means no effect; nearly all actives have a fitted effect of over 60% in size
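Huh7 reporter line, Rab9 promoter upstream of luciferase. Compound exposure 24 h at 37 °C in reduced-serum medium with 10% FBS. Read-out: luminescence.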
Giardia killer = Small Molecules that selectively kill Giardia lamblia: qHTS; Giardia lamblia trophozoite viability; activity change, % at 7.66 µM, hits read low; 0.15% of 340,000 active; AID 540267, 2011; in the data active = activity change below about -80%; inconclusive = between about -30% and that limit;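 note: parasites exposed to compound for two days anaerobically before the ATP read; % is set by controls: 0 for no effect and ±100 for the full control effect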
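Trophozoite viability was measured as ATP-dependent luminescence, read 15-30 min after reagent addition. Before that, parasites at 100 cells/well were exposed to compounds for 48 h, anaerobically, at 37 deg C.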
VP16 counter = VP16 counterscreen qHTS for inhibitors of ROR gamma transcriptional activity. Drosophila S2 Gal4-VP16 UAS-luciferase, luminescence, 20 h. Potency, µM (titrated, usually from 53.6 µM), without a hit: at the top dose activity, negative = inhibition, most hits filed as inhibitors. 3.5% of 310,000 active;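 note: Gal4-VP16 expression switched on by copper sulfate through the metallothionein promoter; potency is the fitted concentration of half-maximal effect; % is set by controls: 0 for no effect and ±100 for the full control effect; nearly all actives have a fitted effect of over 50% in size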
KCNH2 3.1 block = qHTS for Inhibitors of KCHN2 3.1: Mutant qHTS; Potassium voltage-gated channel subfamily H member 2, brain isoform KCNH2 3.1 (human); U2OS KCNH2 3.1, thallium flux FluxOr; stronger effect = lower value; activity change, % (tested at about 1.8 µM); 0.95% of 340,000 active; AID 720553, 2013;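 active = maximum activity change below -70%; inconclusive = maximum activity change from -70% to -50%; inactive = maximum activity change above -50%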;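 note: thallium influx rate constant from kinetic fluorescence after stimulation buffer; % is set by controls: 0 for no effect and ±100 for the full control effect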
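Normalized rate constant (relative to positive and negative DMSO controls) derived from a 2 min kinetic fluorescence read after stimulation; U2OS cells expressing the 3.1 isoform via virus at 1.77 x 10^8 /mL.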
NPC1 prom act = qHTS Assay for NPC1 Promoter Activators; Huh7 NPC1 promoter luciferase reporter, 24 h; Potency, µM (series often up to 9.22 µM), for inactives: at the top dose activation, actives largely listed as activators; 2.4% of 320,000 active; AID 485313, 2010;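 note: potency is the fitted concentration of half-maximal effect; % of control where 0% means no effect; nearly all actives have a fitted effect of over 60% in size; reporter is driven by a mutant NPC1 promoter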
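NPC1 promoter–luciferase Huh7 cells; 24 h compound; luminescence.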
Tb PFK inh = qHTS Assay to Find Inhibitors of T. brucei phosphofructokinase. ATP-dependent 6-phosphofructokinase (Trypanosoma brucei brucei), O15648. T. brucei PFK, ADP-Glo luminescence. Potency, µM (series often up to 57.5 µM), for inactives: top-dose activity, negative = inhibition, usual class: inhibitors. 0.17% of 330,000 active. AID 485367, 2010;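 note: potency is the fitted concentration of half-maximal effect; 0% = uninhibited 1x PFK enzyme wells and -100% = no-enzyme wells; nearly all actives have a fitted effect of over 60% in size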
Target sequence (O15648 whole entry, looked up): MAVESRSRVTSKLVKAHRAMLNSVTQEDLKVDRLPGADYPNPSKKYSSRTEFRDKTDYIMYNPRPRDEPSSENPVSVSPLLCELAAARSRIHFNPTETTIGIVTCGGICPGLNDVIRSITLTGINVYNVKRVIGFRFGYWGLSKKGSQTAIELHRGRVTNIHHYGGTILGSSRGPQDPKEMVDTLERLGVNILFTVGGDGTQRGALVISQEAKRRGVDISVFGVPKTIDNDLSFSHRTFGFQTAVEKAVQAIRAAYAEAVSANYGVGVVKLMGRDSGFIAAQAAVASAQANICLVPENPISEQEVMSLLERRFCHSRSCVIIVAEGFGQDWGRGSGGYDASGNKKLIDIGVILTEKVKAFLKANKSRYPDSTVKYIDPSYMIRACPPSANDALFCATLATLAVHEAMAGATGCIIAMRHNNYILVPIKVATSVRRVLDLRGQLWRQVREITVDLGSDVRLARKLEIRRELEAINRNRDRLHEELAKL
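1.25 nM PFK with 0.5 mM F6P and 0.1 mM ATP in 0.1 M TEA pH 8.0, 5 mM MgCl2, incubated 45 min at room temperature; ADP measured by ADP-Glo luminescence; compounds titrated up to 57 uM.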
uPA generation = qHTS for Inhibitors of Cell Surface uPA Generation; 0.31% of 330,000 active; Potency, µM (doses to about 38.3 µM), inactives show at the highest dose activity change, negative = inhibition, usual class: inhibitors; cell surface uPA generation assay, qHTS; AID 540303, 2011; active = well fitted inhibition curve with a large enough effect; inconclusive = small, poorly fitted or top-dose-only effect; inactive = no such curve, though single readings can be large or run the other way; tested in mouse RAW 264.7 cells; note: potency is the fitted concentration of half-maximal effect; % is set by controls: 0 for no effect and ±100 for the full control effect; nearly all actives have a fitted effect of over 55% in size
RORg inh = qHTS for inhibitors of ROR gamma transcriptional activity | Drosophila S2 Gal4-RORgamma UAS-luciferase reporter, 20 h | Potency, µM (titrated, usually from 53.6 µM), inactives show at the top dose activity change, negative = inhibition, hits mostly inhibitors | 5.4% of 310,000 active | AID 2551, 2010; note: potency is the fitted concentration of half-maximal effect; % is set by controls: 0 for no effect and ±100 for the full control effect; nearly all actives have a fitted effect of over 60% in size
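Drosophila S2 cells stably expressing Gal4-DBD/mouse RORγ fusion under metallothionein promoter plus UAS-luciferase; compound 1 h, then 700 uM CuSO4 induction for 20 h at ambient temperature; inhibition read as reduced luminescence.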
FLuc modulator = qHTS profiling assay for firefly luciferase inhibitor/activator using purifed enzyme and Km concentrations of substrates (counterscreen for miR-21 project); Luciferin 4-monooxygenase (Photinus pyralis), P08659; purified FLuc, Km substrates, luminescence inhibition; Potency, µM (titrated, usually from 57.5 µM), for inactives: at the highest dose activity change, negative = inhibition, most hits filed as inhibitors; 6.9% of 360,000 active; AID 588342, 2011;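 note: potency is the fitted concentration of half-maximal effect; plate controls were vehicle for no effect and reference inhibitor for full effect; nearly all actives have a fitted effect of over 55% in size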
Target sequence (P08659 whole entry, looked up): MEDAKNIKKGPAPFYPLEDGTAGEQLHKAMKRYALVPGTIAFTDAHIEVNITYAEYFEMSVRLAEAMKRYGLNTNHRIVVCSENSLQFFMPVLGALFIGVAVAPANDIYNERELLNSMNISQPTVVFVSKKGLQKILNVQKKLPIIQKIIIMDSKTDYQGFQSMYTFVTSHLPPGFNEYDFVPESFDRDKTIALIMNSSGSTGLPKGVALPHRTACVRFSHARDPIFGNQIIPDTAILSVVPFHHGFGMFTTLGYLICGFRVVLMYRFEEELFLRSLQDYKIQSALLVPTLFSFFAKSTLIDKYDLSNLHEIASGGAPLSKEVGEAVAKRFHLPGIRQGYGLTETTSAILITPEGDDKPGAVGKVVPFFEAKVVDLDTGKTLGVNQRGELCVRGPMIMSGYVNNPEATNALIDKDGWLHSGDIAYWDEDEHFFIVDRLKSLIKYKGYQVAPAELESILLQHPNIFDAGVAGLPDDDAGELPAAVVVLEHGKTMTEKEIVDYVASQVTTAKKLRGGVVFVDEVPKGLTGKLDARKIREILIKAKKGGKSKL
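Purified P. pyralis luciferase, 10 nM final, with Km-level 10 uM D-luciferin and 10 uM ATP in 50 mM Tris acetate pH 7.5, 10 mM Mg acetate, 0.01% Tween-20, 0.05% BSA; 6-point qHTS titration about 60 µM downward; luminescence read.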
An asterisk follows results filed as active; u = inconclusive; x = not tested or not shown; & = joins results of further samples; [ ] = dose if it differs, or a comment. Unless noted, calls come from the whole dose curve; as a rule, active = well fitted curve in the direction sought with a large enough effect; inconclusive = small, poorly fitted or top-dose-only effect, or another doubt; inactive = no such curve, though single readings can be large; an effect the other way counts as inactive or inconclusive.

SMILES	FBPA coupling cs	ELG1 genotoxic	Rab9 promoter act	Giardia killer	VP16 counter	KCNH2 3.1 block	NPC1 prom act	Tb PFK inh	uPA generation	RORg inh	FLuc modulator
CCC(=O)Nc1cc2c(cc1C(=O)CC)OCCO2	2	u	11%	-9	2%	24	0%	5%	-5%	-2%	0%
NC(=O)C1CCN(C(=S)NCCc2ccccc2)CC1	1	2%	-2%	0	8%	10	-2%	-1%	-1%	-29%	1%
O=C(COC(=O)c1cc(S(=O)(=O)N2CCOCC2)ccc1O)Nc1cc(S(=O)(=O)N2CCCC2)ccc1Cl	6	-1%	-1%	24	-1%	-194*	-7%	0%	-3%	28%	u
Cc1ccc2cc3cc(C(=O)N4CCCCC4C)oc3nc2c1 (stereo not given)	1	u	1.6µM*	-11	-14%	-6	1.4µM*	-1%	-5%	-14%	3µM*
O=C(COC(=O)C1=COCCO1)NCc1ccc(Cl)cc1	3	-3%	1%	-13	-9%	3	-7%	-11%	3%	16%	-2%
C=CCc1ccccc1OCC(O)CN1CCN(C(=O)OCC)CC1 (stereo not given)	-2	-4%	5%	-5	u	8	-1%	0%	18%	-2%	-9%
COc1ccc2c(c1)O[C@H](c1ccc3c(c1)OCO3)[C@@H](OC(=O)N[C@H](C)C1CCCCC1)C2=O	2&1	-9%	-1%	x	u	x	-3%	-1%	x	20%&-41%	-2%
COC(=O)c1[nH]c2c(c1C)C(=O)CCC2	-3	0%	3%	15	-6%	0	-1%	0%	2%	14%	-4%
COc1ccc(-n2c(-c3ccc(Br)cc3)c[n+]3c2CCC3)cc1	-3	-16%	-21%	8	0%	-1	-21%	2%	-9%	4%	0%
COc1ccccc1C(=O)C1CCCN(C(=O)c2ccco2)C1 (stereo not given)	3	1%	-2%	u	5%	-11	2%	19%	1%	-3%	3%
CSc1nc(Sc2ccccc2)c2ccccc2n1	0	-5%	-2%	27	0%[0.365 µM]	2	2%	0%	-5%	-30%	2%
O=C(O)c1cc(NS(=O)(=O)c2ccc3ccccc3c2)ccc1O	13	-2%	-10%	26	-7%	-15	0%	4%	-12%	14%	-13%
O=C(Nc1ncccc1Cl)c1cc2ccccc2o1	x	7.3µM*	1.6µM*	u	-8%	10	2µM*	5%	u	11%	5.4µM*
Cc1c(CN2CCC(CO)(Cc3ccccc3)CC2)c2ccccc2n1C	-4	-7%	1%	-3	-1%	5	-8%	1%	-21%	11%	-1%
Cn1c(CN2CCOCC2)nc2cc(NC(=O)c3ccccc3Cl)ccc21	4	2%	-4%	13	4%	-6	0%	11%	8%	7%	-11%
O=C(Nc1cccnc1)c1cc(F)c(F)cc1Cl	0	-3%	-9%	32[activator]	4%[10 µM]	-7	-4%	-4%	-1%	-12%	-1%
FC(F)C(F)(F)C1=CC(c2ccccc2)=NCCN1	4	1%	6%	7	-1%	4	-4%	1%	-7%	-13%	3%
O=C(O)CC1c2ccccc2S(=O)(=O)N1Cc1ccccc1 (stereo not given)	1	1%	-1%	2	-10%	-1	-1%	6%	14%	9%	3%
CCSc1nnc(NC(=O)Cc2ccc(OC)c(OC)c2)s1	0	-2%	0%	13	-3%	x	-5%	-6%	11%	18%	-9%
Cc1nc2c(F)c(F)c(C(F)(F)F)c(F)c2[nH]1	1	-6%	0%	21	u	2	1%	-1%	-3%	-43%	-1%
COc1ccc(NC(=O)COc2ccccc2C(=O)NCC(c2ccccc2)N(C)C)cc1Cl (stereo not given)	2	-9%	-4%	6	4%	-11	-4%	-1%	-5%	2%	-2%
CN(CC(O)CON=C1c2ccccc2-c2ccccc21)S(=O)(=O)c1ccc(Br)cc1 (stereo not given)	-5	-12%	0%	-1	u	-21	0%	0%	2%	29%	-3%
CCC1=C(OC(=O)N(CC)CC)N2C(=O)OC(=NCC(=O)OC)[C@]2(C)[C@H]2C1=CC[C@H]1C(=O)N(CC(=O)OC)C(=O)[C@H]12	1&0	7%	-4%	-19	3%&7%	x	u	-5%	5%	-6%&5%	0%
O=C(Nc1nsc(-c2ccccc2)n1)c1ccncc1	-2	2%	16%	19	0%	0	13%	-3%	-2%	-4%	19µM*
Cc1oc(-c2ccccc2Cl)nc1CS(=O)CC(=O)NCCc1ccccc1 (stereo not given)	x	3%	-2%	26	13%	7	-8%	-13%	16%	26%	3%
SMILES	FBPA coupling cs	ELG1 genotoxic	Rab9 promoter act	Giardia killer	VP16 counter	KCNH2 3.1 block	NPC1 prom act	Tb PFK inh	uPA generation	RORg inh	FLuc modulator
O=C(CSc1nnc2sc3ccccc3n12)c1ccco1	-1	u	u	-8	-3%[0.365 µM]	-9	23%	-4%	1%	u	11µM*
C=C1CCC[C@]2(C)C[C@H]3OC(=O)C(CNC(C)CCCC(C)C)[C@H]3CC12 (stereo not given in full)	0	-7%	4%	-4	-19%	-6	-2%	2%	-15%	-31%	2%
Cc1cccc(C(=O)OCC(=O)Nc2ccc(F)cc2)c1	-1	8%	1%	0	-4%	16	-3%	0%	0%	-5%	-4%
CCOC(=O)CN(C(=O)CN1CCC(n2nnc3cc(C)ccc32)CC1)c1ccccc1	-1	-4%	-1%	2	-9%	-10	-4%	-1%	7%	2%	0%
CCOC(=O)Cn1c(=O)sc2ccccc21	0	2%	-6%	8	-8%	10	-1%	-5%	x	-3%	5%
Cc1cccc(C(=O)Nc2nnc(-c3ccco3)o2)c1	-3	1%	1%	-9	0.63µM*	13	10%	0%	3%	0.5µM*	-15%
COCC1CCCN(C(=O)c2cc(COc3cccc4cccnc34)on2)C1 (stereo not given)	x	-1%	7%	12	1%	24	-5%	4%	-2%	10%	2%
O=C(/C=C/c1cccs1)N1CCc2ccccc21	3	1.8µM*	4µM*	-16	u	-2	4µM*	-4%	-12%	8.9µM*	0.48µM*
NC(=O)c1ccsc1NC(=O)COC(=O)COc1ccccc1F	0	2%	-3%	15	-4%	15	-3%	3%	6%	28%	2%
Cc1ccc(N2C(=O)C3ON(c4ccccc4)C(c4ccncc4)C3C2=O)cc1 (stereo not given)	7	-1%	-17%	13	-8%	-11	6%	11%	x	-5%	-6%[2.3 µM]
O=[N+]([O-])c1cc(/C=N/n2c(-c3ccncc3)n[nH]c2=S)ccc1Cl	2	3%	-12%	13	-13%	3	-3%	-7%	3%	-16%	-4%
CC1CCCCC1NC(=O)CN1CCN(S(=O)(=O)c2ccc(Br)s2)CC1 (stereo not given)	x	-4%	-8%	1	x	-16	-1%	-6%	2%	x	x
COc1ccccc1CCC(=O)OCC(=O)Nc1c(Br)cc(C)cc1Br	2	1%	4%	-17	5%	2	0%	-3%	0%	-15%	-6%
Nc1cccc(S(=O)(=O)Nc2ccc(SC(F)F)cc2)c1	-2	-2%	-3%	-18	0%	9	-5%	7%	-2%	11%	-3%
CC1CC(C)CN(CCCNC(=O)c2ccc3c(c2)NC(=O)CS3)C1 (stereo not given)	2	0%[9.26 µM]	-1%	-27	-6%	3	1%	-5%	2%	-9%	0%
CCCCNC(=O)Nc1cnn(CC)c1C(N)=O	-1	-3%	-5%	6	5%[0.365 µM]	-6	0%	-5%	2%	-17%	-2%
N#CC(C(=O)NC1CC1)c1nc2ccccc2nc1N1CCCC1 (stereo not given)	-2	-1%	14%	8	-18%	6	0%	3%	-12%	8%	-1%
Cc1cc(C)c[n+](-c2nc3ccccc3nc2C(=C=[N-])C#N)c1	-2&4	0%&5%	0%&-4%	-7&8	-7%&-6%	-4&1	-5%&-2%	-2%&-1%	-3%&-1%	-10%&-10%	3%&3%
O=C1Cc2cc(S(=O)(=O)N3CCN(c4cccc(Cl)c4)CC3)ccc2N1	3	4%	1%	-15	-5%	-3	0%	-3%	4%	-12%	6%&-3%
CCc1ccc(CN(C)C(=O)c2cc(COc3ccc(-n4cncn4)cc3)on2)cc1	8	3%	-1%	-12	1%	1	-4%	-1%	-22%	u	u
COc1ccc(/C=C/C(=O)OCC(=O)c2ccc3c(c2)NC(=O)CO3)c(OC)c1	1	0%	-5%	2	-6%	-15	-5%	-3%	3%	25%	-9%
CCOc1cc(Cl)c(S(=O)(=O)NCCCN2CCOCC2)cc1Cl	-2	-1%	-7%	12	4%	-2	-1%	1%	-1%	-7%	3%
